Assay outcomes (PubChem BioAssay)
Jurkat NFkB inh = inhibitors of the PMA/ionomycin-induced NF-kB reporter in Jurkat cells | PMA/ionomycin-induced NF-kB luciferase reporter, luminescence | inhibition, % at 4 µM | 0.53% of 330,000 active; in the data active means inhibition above about 50%
EBI2 antag = EBI2 (human) antagonism. P32249. EBI2 beta-arrestin recruitment, luminescence, 7a,25-OHC stimulated. inhibition, % at 5 µM. 0.81% of 360,000 active; in the data active means inhibition above about 38%;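 further: enzyme fragment complementation signal reports receptor beta-arrestin coupling in cells; 0% = agonist plus DMSO wells and 100% = wells without agonist; some results beyond the cut were filed as inactive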
UPR XBP1 act = activators of adaptive arm of unfolded protein response (XBP1) | 0.33% of 330,000 active | AID 463104 | CHO-XBP1 luciferase reporter, IRE1-XBP1 UPR activation, luminescence; percent of tunicamycin response, DMSO as zero | activation, % at 20 µM;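 active means versus positive control, 20 µM dose yields 30% or more activation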;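 further: 100% = tunicamycin at 10 µg/mL and 0% = DMSO only wells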
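incubation = overnight seeding at 37 °C, 6 h compound treatment at 37 °C | assay system = CHO-XBP1 cells stably carrying IRE1-XBP1-driven luciferase reporter | input = 1000 cells per well | detection = luciferase luminescence | dosing = single point, 20 µM final compound, 1% DMSO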
CXCR6 inh = CXCR6 (human) receptor inhibition; CHO-K1 PathHunter CXCR6 beta-arrestin, luminescence; O00574; 0.36% of 360,000 active; inhibition, % at 20 µM; in the data active means inhibition above about 34%, passing the limit was not always enough;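 further: antagonist mode with CXCL16 agonist at 10 nM final; 0% = 10 nM CXCL16 with DMSO and 100% = unstimulated wells without agonist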
Mdm2 MdmX PPI = human Mdm2/MdmX binding inhibition; O15151+Q00987; SaOS-2 split-luciferase Mdm2/MdmX complementation, luminescence; inhibition, % at 8 µM; 3% of 330,000 active; AID 485346;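 active means inhibition of at least 50% at 8 µM in the primary screen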
Target sequence (O15151 whole entry, looked up): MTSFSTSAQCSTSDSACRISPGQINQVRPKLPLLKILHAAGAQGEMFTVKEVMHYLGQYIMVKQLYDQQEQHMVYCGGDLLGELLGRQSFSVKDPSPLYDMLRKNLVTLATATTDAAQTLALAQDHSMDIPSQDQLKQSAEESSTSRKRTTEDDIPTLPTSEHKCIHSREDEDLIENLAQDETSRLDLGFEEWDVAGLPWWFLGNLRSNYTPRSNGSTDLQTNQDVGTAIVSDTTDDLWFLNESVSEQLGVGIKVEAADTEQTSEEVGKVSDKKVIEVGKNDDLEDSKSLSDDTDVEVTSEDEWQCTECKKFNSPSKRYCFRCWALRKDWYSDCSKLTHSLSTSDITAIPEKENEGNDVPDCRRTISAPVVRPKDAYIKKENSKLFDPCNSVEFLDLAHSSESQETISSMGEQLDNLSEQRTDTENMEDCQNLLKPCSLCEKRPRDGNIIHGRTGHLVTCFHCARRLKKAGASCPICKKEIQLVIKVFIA
Target sequence (Q00987 whole entry, looked up): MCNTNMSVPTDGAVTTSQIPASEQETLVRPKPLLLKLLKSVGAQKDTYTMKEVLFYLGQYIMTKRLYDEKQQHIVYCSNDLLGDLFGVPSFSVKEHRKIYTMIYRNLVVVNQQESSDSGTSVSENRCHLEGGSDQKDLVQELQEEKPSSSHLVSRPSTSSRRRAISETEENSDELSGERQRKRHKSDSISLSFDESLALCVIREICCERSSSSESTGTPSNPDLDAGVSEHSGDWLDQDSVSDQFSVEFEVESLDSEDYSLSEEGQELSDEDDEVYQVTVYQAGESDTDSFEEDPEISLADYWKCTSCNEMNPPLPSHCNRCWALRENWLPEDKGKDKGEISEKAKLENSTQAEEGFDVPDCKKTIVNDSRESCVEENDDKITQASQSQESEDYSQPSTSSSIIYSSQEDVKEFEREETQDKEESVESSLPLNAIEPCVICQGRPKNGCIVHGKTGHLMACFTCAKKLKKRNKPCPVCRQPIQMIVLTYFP
Gli-Sufu antag = blocks Gli-Sufu signaling in a luciferase reporter | AID 588413 | 0.74% of 340,000 active | Sufu-KO-LIGHT fibroblasts, Gli luciferase reporter luminescence | inhibition, % at 5 µM;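 active means inhibition above about 55%, limit read from the data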;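 further: 0% = DMSO-treated cells and 100% = wells with medium but no cells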
CHOP UPR activ = activators of apoptotic arm of unfolded protein response (CHOP); CHO-CHOP luciferase reporter, UPR activation, luminescence; percent of tunicamycin response over DMSO baseline; activation, % at 10 µM; 0.34% of 330,000 active;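 active means at 10 µM dose, activation of 40% or more, normalized to positive control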;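 further: 100% = tunicamycin at 10 µg/mL and 0% = DMSO alone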
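measured by = luciferase luminescence | assay system = CHO-CHOP cells, stable luciferase reporter of PERK-eIF2a-CHOP signalling | amount = 500 reporter cells seeded per well | timing = 6 h compound exposure at 37 °C after overnight seeding | controls = positive tunicamycin 10 µg/mL, negative DMSO alone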
697 NFkB inh = lowers PMA/ionomycin-induced NF-kB signal in 697 B cells | inhibition, % at 4 µM | 0.33% of 330,000 active | 697 B-cell NF-kB luciferase reporter, 16 h; in the data active means inhibition above about 35%
CCR6 antag = CCR6 (human) receptor antagonism; P51684; CHO-K1 CCR6 PathHunter beta-arrestin, luminescence, CCL20-stimulated; 0.49% of 340,000 active; inhibition, % at 20 µM;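 active means compounds whose inhibition of the agonist-driven luminescence signal at 20 µM reaches about 50%, limit read from the data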;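 further: cells stimulated with CCL20 at 14 nM final; plate controls were DMSO with CCL20 for no effect and DMSO without agonist for full effect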
* = called active by the depositor; . = no result given.

Results follow in this order: Jurkat NFkB inh | EBI2 antag | UPR XBP1 act | CXCR6 inh | Mdm2 MdmX PPI | Gli-Sufu antag | CHOP UPR activ | 697 NFkB inh | CCR6 antag
#1 O=C1C(=O)N(CCCO)C(c2ccc(Br)cc2)/C1=C(\O)c1ccc(Br)cc1 (stereo unspecified)
    8 | -9 | -4 | 1 | 14 | 7 | -2.3 | 4 | 5
#2 CCOc1cc(C)nc(NCCc2ccc(OC)c(OC)c2)n1
    -53 | -5 | 1 | -10 | 22 | 6 | -1.3 | -79 | 4
#3 CC(C)NC(=O)c1cc2cc([N+](=O)[O-])ccc2s1
    6 | 7 | -3 | 6 | 25 | 5 | 0.4 | 10 | 14
#4 COc1ccc(NC(=O)c2ccc(N3CCCC3=O)cc2)cc1Cl
    -12 | 1 | -1 | -2 | 15 | -33 | 2.0 | -33 | 4
#5 Cc1cc(C(=O)N/N=C/C=C/c2cccc([N+](=O)[O-])c2)n[nH]1
    -6 | -14 | -1 | 5 | -20 | -5 | 1.7 | 5 | -15
#6 COc1ccc(CC(=O)Nc2c3c(nn2C(C)(C)C)CS(=O)(=O)C3)cc1
    4 | 1 | -3 | 3 | 10 | -6 | -1.1 | 14 | 14
#7 CCCCn1c(=O)c(-c2ccccc2)c(O)c2ccccc21
    -12 | -10 | -1 | -3 | 4 | -3 | 0.2 | 13 | -11
#8 CN(c1ccccc1)S(=O)(=O)c1cccc(C(=O)Nc2ccc3c(c2)CCC3)c1
    -15 | 10 | 1 | 8 | 10 | -3 | 2.3 | -43 | 12
#9 Cc1ccc(CNC(=O)c2sc3ccc(S(=O)(=O)N4CCCCC4)cc3c2N)cc1
    2 | . | -2 | . | 9 | . | 1.4 | -5 | .
#10 Cc1cc(-c2ccc(C(C)C)c(S(=O)(=O)NCc3ccco3)c2)on1
    8 | -1 | -1 | 7 | 6 | 5 | 1.4 | -7 | 21
#11 COc1ccc(NC(=O)c2cc(-c3ccc(OC)c(OC)c3)nc3ccccc23)c(OC)c1
    -3 | -4 | 4 | 8 | -5 | -9 | 5.8 | 20 | 14
#12 CCCCNC(=S)N/N=C/c1cccc(OCC)c1O
    -12 | 3 | 1 | -12 | 1 | -5 | 1.8 | -8 | 1
#13 CC(=O)NC1=NN(C(C)=O)C(c2ccc(C(C)C)cc2)S1 (stereo unspecified)
    -19 | -7 | -2 | -6 | -4 | 1 | 2.4 | -47 | -3
#14 COc1ccccc1CNS(=O)(=O)c1c(C)[nH]c(C)c1C(=O)N1CCCCC1
    13 | -5 | 1 | 4 | -17 | -10 | 0.8 | -16 | 5
#15 O=C(NCCN1CCN(c2ccccc2)CC1)c1cccc(Cl)c1
    -2 | -1 | -2 | 4 | 7 | -2 | -1.1 | 5 | 1
#16 Cc1ccc(NC(=O)CN2C(=O)NC3(CCCC3)C2=O)c(Cl)c1
    -14 | 3 | 2 | -5 | -10 | -11 | -0.6 | 1 | 0
#17 COc1ccc(NS(=O)(=O)c2cccc(C(=O)N/N=C(\C)c3ccncc3)c2)cc1
    -2 | -10 | 1 | -7 | 11 | -2 | 4.6 | -2 | -6
#18 CC1(C(=O)NC2CCCC2)CCC(=O)N1Cc1cccs1 (stereo unspecified)
    7 | -1 | -2 | -4 | -5 | 4 | -0.7 | 10 | -19
#19 CCOC(=O)c1sc(NC(=O)CSc2ncccn2)nc1C
    -47 | -2 | 5 | 1 | -13 | 14 | 2.1 | -29 | 11
#20 Cc1ccc(-n2nc3c(=O)n(CC(=O)NCCc4cccs4)nc(C)c3c2C)cc1
    15 | 5 | 4 | 12 | 32 | -5 | 2.1 | 8 | 28
#21 CCOC(=O)CN1C(=O)c2ccccc2Sc2ncccc21
    -19 | -6 | -2 | -1 | 17 | 4 | 2.7 | -3 | 9
#22 Cc1cc(C)nc(NN2C(=O)C=CC2=O)n1
    -9 | -3 | -4 | 6 | -9 | -6 | -1.4 | -7 | 1
#23 CC(=O)c1sc(NC(=O)c2c(F)cccc2F)nc1-c1ccccc1
    -7 | -15 | -1 | -2 | -11 | -5 | 1.5 | -2 | 6
#24 Cc1c(C(=O)Nc2ccccc2)cnn1-c1ccccc1
    -85 | 10 | 0 | -3 | -60 | -68 | 1.5 | -86 | 2
#25 CC(C)c1ccc(OCC(=O)NNC(=S)NC(=O)C2CC2)cc1
    3 | 9 | 1 | 12 | 30 | -15 | -1.7 | -22 | 24
#26 O=C(NC1CCCC1)c1ccc2c(c1)N(Cc1ccc(F)cc1)CCS2
    0 | 9 | -5 | 17 | 17 | 3 | 0.5 | 4 | 22
#27 Nc1ncc(-c2nnnn2-c2ccc(Cl)cc2)c(-c2ccc(Cl)cc2)n1
    56* | 0 | 2 | 13 | 57* | 2 | 0.3 | -28 | 15
#28 CCCCn1c(N)c(N(CC(C)C)C(=O)CCNC(=O)c2ccc(Br)cc2)c(=O)[nH]c1=O
    12 | -4 | 0 | 5 | 14 | -6 | 0.2 | 11 | 5
#29 CCC(=O)N1CCN(c2ccc(NC(=S)NC(=O)c3cccc([N+](=O)[O-])c3)cc2)CC1
    8 | 14 | -3 | 27 | 5 | -3 | 1.3 | 9 | 50
#30 Cc1oc(-c2cccc(Cl)c2)nc1CSCC(=O)O
    -6 | -4 | -1 | -7 | 10 | 8 | -1.1 | 12 | 1
#31 CCOc1ccc(S(=O)(=O)Nc2cccc(C(=O)NCCCn3ccnc3)c2)cc1
    -11 | -1 | 0 | 2 | -19 | . | -1.7 | -23 | 17
#32 CCOc1ccc(Oc2ccccc2NC(=O)CN2C(=O)NC3(CCCC3)C2=O)cc1
    7 | 7 | 5 | 2 | 26 | -2 | 0.9 | 14 | 1
#33 CC(=O)c1cccc(NC(=O)CN2CCN(S(=O)(=O)/C=C/c3ccccc3)CC2)c1
    6 | 25 | -5 | 5 | 6 | 2 | 1.6 | 11 | 16
#34 CC(=O)C1=C(O)C(=O)N(Cc2ccco2)C1c1ccc(F)cc1 (stereo unspecified)
    1 | 1 | -4 | -12 | 14 | 2 | -1.5 | 14 | -2
#35 O=Cc1ccccc1OCCN1CCCC1=O
    -20 | 2 | 7 | -2 | -15 | 6 | -1.0 | -12 | -1
#36 O=C(Nc1cc2c3c(c1)CC(=O)N3CCC2)C1CC1
    -9 | -13 | 3 | -1 | 18 | 0 | -0.6 | 7 | 5
#37 O=C(c1cc(-c2ccco2)nc2ccccc12)N1CCN(c2ccc(F)cc2)CC1
    0 | 1 | -4 | -7 | -14 | 64* | 0.8 | -3 | 4
#38 O=C(NCC1CCCO1)c1sc(=S)n2c1[nH]c(=O)c1ccc(C(=O)N3CCCCC3)cc12 (stereo unspecified)
    -7 | 11 | 3 | 10 | -14 | -3 | -2.1 | 26 | 16
#39 CC1CCc2c(sc(NC(=O)Cn3nc(C(=O)O)c4ccccc4c3=O)c2C#N)C1 (stereo unspecified)
    -1 | 2 | 2 | -8 | -11 | -9 | 2.3 | 20 | 2
#40 Cc1ccc(N(CC(=O)N2CCOCC2)S(C)(=O)=O)cc1Cl
    -4 | -14 | 1 | 2 | 12 | -2 | 0.5 | 8 | 5
#41 CC(C)c1ccc(NC(=O)c2csnn2)cc1
    -162 | -9 | -2 | 0 | -87 | -70 | 0.4 | -175 | 11
#42 CC1CN(c2nnc(-c3ccccc3)c3ccccc23)CC(C)O1 (stereo unspecified)
    -4 | -3 | -3 | 3 | 5 | 8 | -0.1 | 11 | 6
#43 CN(C)/C=C(/C(=O)c1ccccc1Cl)S(C)(=O)=O
    -6 | 4 | 1 | -8 | -3 | -3 | -0.4 | 6 | -8
#44 CCCN(CCC)Cc1cc2ccccc2c2c1COC2
    3 | -1 | 0 | -17 | 12 | 2 | -2.3 | 6 | 4
#45 CCOC(=O)CON1C(=O)C(C)(C)N(OCC(=O)OCC)C(=O)C1(C)C
    -10 | 4 | -1 | -9 | 2 | 1 | -4.7 | 0 | 14
#46 COc1ccc(CCC(=O)NC2CCCCC2)cc1
    7 | -4 | 2 | -4 | -1 | -6 | 0.7 | 9 | -13
#47 O=C(NC1CCS(=O)(=O)C1)Oc1ccc(Cl)cc1 (stereo unspecified)
    6 | 6 | -1 | 0 | 6 | -1 | 0.4 | 25 | -4
#48 CC1=C(C(=O)OC2CCCC2)C(c2coc3ccc(C)cc3c2=O)C2=C(CCCC2=O)N1 (stereo unspecified)
    3 | 12 | 1 | 6 | -20 | 10 | 0.3 | -3 | 14
#49 COCCN1C(=O)C(=O)/C(=C(/O)c2ccc(S(=O)(=O)N3CCOCC3)cc2)C1c1cccc([N+](=O)[O-])c1 (stereo unspecified)
    7 | 10 | -3 | -7 | 26 | -8 | -0.1 | 0 | 6
#50 CCc1ccccc1NC(=O)c1cnn(-c2ccccc2)c1C
    -10 | 2 | -2 | -1 | 10 | -27 | 2.5 | -17 | 11
#51 CCCC1=NN(C(=O)Cc2ccc(OC)cc2)C(O)(C(F)(F)F)C1 (stereo unspecified)
    -1 | 1 | -2 | 2 | 10 | 21 | 3.9 | -5 | 2
#52 COc1ccccc1OCC(=O)Sc1ccc(C)cc1
    -33 | 4 | 34* | 1 | -35 | -3 | 7.5 | -24 | 7
#53 O=C(O)CCCN1C(=O)C2C3CCC(O3)C2C1=O (stereo unspecified)
    -12 | -14 | 1 | -2 | 28 | 5 | -0.1 | 15 | -1
#54 COc1cccc(N2CCN(S(=O)(=O)c3cccc4cccnc34)CC2)c1
    -6 | 2 | -1 | 12 | 13 | -5 | -3.0 | 15 | 8
#55 CN1CCN(c2ccc([N+](=O)[O-])cc2NC(=O)c2ccccc2)CC1
    10 | -6 | 0 | 4 | 16 | 12 | 0.3 | 12 | -3
#56 CCOc1ccc(CN(C(=O)c2cc(=O)c3cc(C)cc(C)c3o2)C2CCS(=O)(=O)C2)cc1 (stereo unspecified)
    3 | 14 | -3 | 0 | 10 | 10 | 0.0 | -2 | 6
#57 Cc1ccc2nc3c(c(N)c2c1)CCN3c1ccccc1
    -14 | 6 | 0 | -2 | 7 | 14 | -0.4 | 9 | 10
#58 COc1ccc(NC(=O)c2ccc(NC(=O)c3nc4nc(C)cc(C)n4n3)cc2)cc1
    1 | 9 | -1 | 0 | 22 | -6 | 1.8 | 3 | 7
#59 O=S(=O)(NCc1ccc2c(c1)OCO2)c1ccc(F)cc1
    0 | -4 | -1 | 2 | -17 | -1 | 0.5 | -6 | 4
#60 Cc1ccc(C(=O)/C=C/c2c[nH]c3ccccc23)cc1
    -21 | 23 | -1 | 3 | -75 | -13 | 5.5 | -79 | -8
#61 COCCN(CC(=O)NCC1CCCO1)C(=O)CCC(=O)Nc1ccccn1 (stereo unspecified)
    -4 | 11 | -4 | 1 | -23 | 0 | 2.4 | 21 | -6
#62 O=S(=O)(c1cccc(-c2nc3ccccc3s2)c1)N1CCOCC1
    -19 | 23 | 2 | -6 | -5 | -6 | -1.4 | -11 | 13
#63 O=C(NC(=S)Nc1ccc(S(=O)(=O)Nc2nccs2)cc1)c1cccnc1
    -25 | 2 | 0 | 22 | 21 | 4 | -0.4 | 11 | 23

Compounds listed so far containing bromine:
Results follow in this order: Jurkat NFkB inh | EBI2 antag | UPR XBP1 act | CXCR6 inh | Mdm2 MdmX PPI | Gli-Sufu antag | CHOP UPR activ | 697 NFkB inh | CCR6 antag
#1 O=C1C(=O)N(CCCO)C(c2ccc(Br)cc2)/C1=C(\O)c1ccc(Br)cc1 (stereo unspecified)
    8 | -9 | -4 | 1 | 14 | 7 | -2.3 | 4 | 5
#28 CCCCn1c(N)c(N(CC(C)C)C(=O)CCNC(=O)c2ccc(Br)cc2)c(=O)[nH]c1=O
    12 | -4 | 0 | 5 | 14 | -6 | 0.2 | 11 | 5
